hgDAF12 agonist = activates the H. glycines DAF-12 receptor ligand-binding domain | HEK293 GAL4-hgDAF12 UAS-luciferase reporter, agonist luminescence; normalized to butyrate control | activation, % at 6.8 µM | 370,000 compounds, 1.8% hits | AID 687014;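 active = activation above a cutoff set at the mean of all screened compounds plus 3 SD, cut at about 10% in these data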;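 note: 0% = DMSO wells and 100% = sodium butyrate wells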
SMARCA2 activ = increases SMARCA2 function in MMTV reporter cells | 370,000 compounds, 1% hits | AID 652017 | MG213 cells, MMTV-luciferase reporter, dexamethasone, overnight | activation, % at 9.1 µM; in the data active = activation above about 7.8%;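 note: 0% = vehicle wells and 100% = reference activator wells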
PG9 Ab binder = small molecules binding HIV-1 gp120 antibody PG9 | TR-FRET gp120-PG9 antibody binding | inhibition, % at 6.7 µM | 360,000 compounds, 0.43% hits | AID 624416; in the data active = inhibition above about 8.5%
PLCb3 inh = PLC-beta3 (human) inhibition, primary screen | Q01970 | Purified PLC-beta3, fluorogenic substrate, fluorescence | inhibition, % at 12.2 µM | 370,000 compounds, 0.18% hits | AID 720704; in the data active = inhibition above about 11%;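 note: 0% = median of compound wells on plate and 100% = full blocker control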
Target sequence (Q01970 whole entry, looked up): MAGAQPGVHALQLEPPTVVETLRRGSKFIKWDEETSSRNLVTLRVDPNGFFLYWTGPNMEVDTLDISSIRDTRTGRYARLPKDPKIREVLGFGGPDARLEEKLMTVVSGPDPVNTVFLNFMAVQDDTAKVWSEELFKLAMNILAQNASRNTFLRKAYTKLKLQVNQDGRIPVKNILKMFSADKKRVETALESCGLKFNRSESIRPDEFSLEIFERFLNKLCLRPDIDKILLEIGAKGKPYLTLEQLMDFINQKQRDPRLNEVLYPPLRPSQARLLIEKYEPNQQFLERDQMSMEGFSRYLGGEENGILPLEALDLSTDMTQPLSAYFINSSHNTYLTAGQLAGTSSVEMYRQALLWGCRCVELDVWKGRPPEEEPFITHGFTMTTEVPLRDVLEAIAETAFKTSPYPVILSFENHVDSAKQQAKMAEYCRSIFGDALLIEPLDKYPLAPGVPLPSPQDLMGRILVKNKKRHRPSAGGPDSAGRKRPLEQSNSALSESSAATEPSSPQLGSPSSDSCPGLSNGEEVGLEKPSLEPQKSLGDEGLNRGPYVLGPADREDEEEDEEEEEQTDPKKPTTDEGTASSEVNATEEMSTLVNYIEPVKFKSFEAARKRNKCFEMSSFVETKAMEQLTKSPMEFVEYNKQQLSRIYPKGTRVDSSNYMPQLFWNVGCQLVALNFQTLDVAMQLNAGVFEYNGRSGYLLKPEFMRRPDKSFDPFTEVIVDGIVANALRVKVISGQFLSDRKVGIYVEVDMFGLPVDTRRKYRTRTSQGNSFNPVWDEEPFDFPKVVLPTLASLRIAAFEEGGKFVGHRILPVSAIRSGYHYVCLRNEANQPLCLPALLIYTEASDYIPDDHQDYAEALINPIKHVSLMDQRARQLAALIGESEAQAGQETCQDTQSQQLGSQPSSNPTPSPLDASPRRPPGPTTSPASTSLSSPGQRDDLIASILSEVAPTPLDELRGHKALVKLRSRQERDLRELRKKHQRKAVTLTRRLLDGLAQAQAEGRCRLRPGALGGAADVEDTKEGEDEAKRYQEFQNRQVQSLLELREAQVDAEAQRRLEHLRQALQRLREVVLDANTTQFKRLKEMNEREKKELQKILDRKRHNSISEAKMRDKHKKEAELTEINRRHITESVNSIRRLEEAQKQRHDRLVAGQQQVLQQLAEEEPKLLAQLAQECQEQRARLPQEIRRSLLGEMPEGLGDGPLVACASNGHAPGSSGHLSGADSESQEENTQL
Rev-erbA mod = Rev-erb alpha (human) modulation. 370,000 compounds, 0.79% hits. activity, % at 10 µM. AID 1259318. Rev-erbα–FITC-DNA binding, fluorescence polarization, 90 min. P20393;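 active = activity above about 14%, limit read from the data; passing the limit was not always enough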;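 note: 0% = DMSO wells with 35 nM protein and 100% = DMSO wells with 750 nM protein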
hcDAF-12 act = H. contortus DAF-12 activation, primary screen; HEK293 hcDAF-12 lit1-tk-luc reporter, luminescence; 0% DMSO, 100% Δ7-dafachronic acid; activation, % at 6.8 µM; 370,000 compounds, 1.4% hits; AID 652067;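 active = activation above the mean of all tested compounds plus 3 SD, cut at about 5.5% in these data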;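 note: 100% = response to 3 µM Δ7-dafachronic acid high control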
GAA850 FXN act = increases GAA850 frataxin promoter reporter activity; 360,000 compounds, 0.56% hits; activation, % at 6 µM; HEK293 lucGAA850 FXN promoter luciferase reporter, 24 h; percent of 10 µM SAHA response;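 active = activation above the average of all compounds screened plus 3 SD, cutoff fixed separately per campaign, cut at about 7.5% in these data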;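 note: 0% = DMSO wells and 100% = 10 µM SAHA wells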
ssDAF-12 act = activates DAF-12 receptor from parasite S. stercoralis; HEK293 ssDAF-12/GRIP1 lit1-tk-luc reporter, luminescence; % of 3 µM dafachronic acid response; activation, % at 6.8 µM; 370,000 compounds, 1% hits;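 active = activation above the mean over all tested compounds plus 3 SD, cut at about 0.9% in these data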;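 note: 0% = DMSO-only wells and 100% = 3 µM delta7-dafachronic acid wells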
DAX1 inh-1 = blocks DAX1 repression of SF-1 activated StAR promoter. HEK293T StAR-luciferase reporter, SF-1/DAX-1 repression relief. inhibition, % at 6.8 µM. 370,000 compounds, 1.1% hits. AID 652010;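 active = inhibition above the mean over all tested compounds plus 3 SD, cut at about 3.6% in these data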;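 note: 0% = DAX-1 cells with DMSO and 100% = cells lacking DAX-1 with DMSO; higher inhibition means more luminescence from relief of DAX-1 repression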
DAX1 inh-2 = inhibitors of human orphan nuclear receptor DAX1 (NR0B1). P51843. HEK293 Gal4-DAX1 luciferase reporter, luminescence. inhibition, % at 6.75 µM. 340,000 compounds, 0.99% hits. AID 504766;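 active = inhibition above the mean over all tested compounds plus 3 SD, cut at about 4.2% in these data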;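 note: 0% = DAX1-transfected cells with DMSO and 100% = empty-vector control cells with DMSO; inhibition shows as a rise in luminescence from relieved DAX1 repression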
HGIII-sPLA2 inh = Inhibits HGIII-sPLA2 liposome hydrolysis, primary screen | Q9NZ20 | QFRET BODIPY PC-A2 liposome hydrolysis, fluorescence | inhibition, % at 12.2 µM | 370,000 compounds, 0.56% hits | AID 743126;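 active = inhibition above mean plus 3 SD of compounds lying within the high and low control bounds, cut at about 19% in these data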;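 note: 0% = median of test compound wells and 100% = no enzyme DMSO wells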
Active calls of the source: *; / = no result given.

SMILES | hgDAF12 agonist | SMARCA2 activ | PG9 Ab binder | PLCb3 inh | Rev-erbA mod | hcDAF-12 act | GAA850 FXN act | ssDAF-12 act | DAX1 inh-1 | DAX1 inh-2 | HGIII-sPLA2 inh
CCCOc1ccc(NC(=O)CC2Nc3ccccc3NC2=O)cc1 (stereo unspecified) | 4.2 | -0.7 | 1.4 | -2.6 | -5.4 | -1.2 | 0.5 | -1.1 | -0.4 | 1.7 | 2.1
Cc1ccc(NCc2n[nH]c(=S)n2-c2cccc(Cl)c2)cc1 | -0.2 | 5.0 | 0.6 | -0.1 | -0.5 | -1.1 | 1.9 | -1.0 | -0.1 | 4.5* | 9.2
O=C(NCC(c1ccco1)N1CCN(c2ccccc2)CC1)C1CCCCC1 (stereo unspecified) | 1.8 | 3.7 | -1.7 | -3.4 | -1.2 | -0.4 | -1.4 | -1.4 | 2.9 | 0.9 | 0.5
Clc1ccc(/C=N/N2CCN(Cc3ccccc3Cl)CC2)cc1 | -3.0 | -2.0 | 1.9 | -5.2 | -0.3 | -0.8 | 0.9 | -0.9 | -1.1 | 0.6 | 16.0
OCCCC1CCCCN1Cc1nc(Cc2ccccc2Cl)no1 (stereo unspecified) | -3.8 | -1.6 | 0.0 | -5.7 | 3.0 | 0.6 | -1.5 | -1.6 | -0.3 | 0.5 | 3.2
Cc1ccc2cc(F)c(F)c(F)c2n1 | 7.1 | -1.1 | -0.2 | 2.9 | 0.1 | 1.6 | / | 1.5* | 1.3 | / | 4.6
CCOc1ccc(S(=O)(=O)NCCC(=O)NCCc2ccc(OCC)c(OCC)c2)cc1 | -2.5 | -3.7 | -1.1 | -3.6 | 0.5 | -0.2 | -0.2 | -1.3 | 2.1 | -0.6 | -5.0
CC(C)(C)NC(=O)CN1CCCN(C(=O)c2cccc(S(=O)(=O)N3CCc4ccccc43)c2)CC1 | -0.7 | -1.7 | 1.0 | -9.9 | 5.6 | 1.2 | 1.6 | -0.5 | -1.3 | 0.4 | -7.7
COc1cccc(S(=O)(=O)N(C)C[C@H]2OCc3cn(nn3)CCCC(=O)N([C@@H](C)CO)C[C@@H]2C)c1 | -0.8 | -4.6 | -1.8 | -0.3 | 1.7 | 0.5 | / | -1.2 | 1.0 | / | 10.9
COc1ccc(CN=CC2=C(O)CC(C)(C)CC2=O)cc1 | 1.8 | 0.3 | -0.7 | 4.4 | 1.2 | -0.5 | 2.6 | -1.3 | 0.4 | 0.3 | 7.2
COc1cc(OC)cc(C(=O)n2cnnc2N)c1 | 2.4 | -1.1 | 1.6 | 0.1 | -2.5 | 0.2 | 2.4 | -1.5 | 0.0 | -0.9 | 9.7
CCOc1ccc(CNC(=O)CN2C(=O)CSc3ccc(S(=O)(=O)N4CCOCC4)cc32)cc1 | 1.6 | -3.3 | -1.8 | 2.8 | 3.2 | 0.1 | -1.9 | -1.1 | -0.5 | -1.3 | -5.3
CC(=O)c1ccc(NC(=O)CSc2nc3nn(-c4ccccc4)c(=O)c-3c3n2CCCCC3)cc1 | 2.9 | 2.9 | 0.3 | -3.1 | -8.9 | -1.2 | 0.2 | -1.2 | 1.9 | 0.6 | 5.9
Cc1ccc(OC(=O)C23CC4CC(CC(C4)C2)C3)c(C)n1 | -1.5 | -4.6 | -1.1 | -0.1 | 4.7 | 0.1 | 0.5 | -1.2 | 1.2 | -0.3 | 11.9
Cc1nnc2sc(SCc3ccc(Br)cc3)nn2c1=O | -1.4 | 3.8 | -0.9 | 7.8 | -1.1 | 0.0 | 0.1 | -1.6 | 1.3 | -0.4 | 0.3

Entries of single compounds, quoted from the list:
CC(=O)c1ccc(NC(=O)CSc2nc3nn(-c4ccccc4)c(=O)c-3c3n2CCCCC3)cc1 as listed: hgDAF12 agonist: 2.9; SMARCA2 activ: 2.9; PG9 Ab binder: 0.3; PLCb3 inh: -3.1; Rev-erbA mod: -8.9; hcDAF-12 act: -1.2; GAA850 FXN act: 0.2; ssDAF-12 act: -1.2; DAX1 inh-1: 1.9; DAX1 inh-2: 0.6; HGIII-sPLA2 inh: 5.9
CCOc1ccc(S(=O)(=O)NCCC(=O)NCCc2ccc(OCC)c(OCC)c2)cc1 as listed: hgDAF12 agonist: -2.5; SMARCA2 activ: -3.7; PG9 Ab binder: -1.1; PLCb3 inh: -3.6; Rev-erbA mod: 0.5; hcDAF-12 act: -0.2; GAA850 FXN act: -0.2; ssDAF-12 act: -1.3; DAX1 inh-1: 2.1; DAX1 inh-2: -0.6; HGIII-sPLA2 inh: -5.0

Other records follow.
SMILES | hgDAF12 agonist | SMARCA2 activ | PG9 Ab binder | PLCb3 inh | Rev-erbA mod | hcDAF-12 act | GAA850 FXN act | ssDAF-12 act | DAX1 inh-1 | DAX1 inh-2 | HGIII-sPLA2 inh
CCCCNC(=S)NC1CCCC1 | -1.4 | 0.2 | -3.0 | 1.6 | -3.2 | -2.9 | 0.5 | -1.6 | -0.2 | -0.4 | 12.7
COc1ccc(C(O)c2ncc(-c3ccc4ccccc4c3)[nH]2)cc1 (stereo unspecified) | 1.1 | 6.0 | 1.6 | -40.8 | -5.0 | -1.7 | 2.3 | -1.2 | 0.5 | / | -9.7
CCn1nnc2cc(C(=O)Nc3ccc(C(=O)OC(C)C)cc3)ccc21 | -0.9 | -2.2 | 20.3* | -16.4 | 0.5 | 2.6 | 1.4 | -0.9 | -1.3 | 0.8 | 5.8
CCCC[C@@H]1Cc2[nH][nH]c(=O)c2[C@H](c2cccc3ccccc23)O1 | 0.0 | 4.9 | 0.7 | 0.7 | -3.2 | -0.9 | / | -1.3 | -0.2 | / | -40.8
Cc1nc(CSc2nnc(N)s2)cs1 | 2.3 | 1.6 | -0.2 | -2.0 | 0.9 | -0.3 | 1.1 | -1.1 | -0.6 | -0.3 | 0.5
COc1ccc(N2CCN(C(=O)c3ccc(N(C)S(=O)(=O)c4ccc(OC)cc4)cc3)CC2)cc1 | -2.1 | -2.8 | -3.4 | 1.1 | -0.1 | -2.5 | -0.3 | -1.8 | -1.2 | -0.9 | -7.8
CC1(C(=O)O)CCC(C(=O)Nc2cccc(F)c2)C1(C)C (stereo unspecified) | -1.9 | 0.0 | -0.6 | -1.2 | -2.0 | -0.8 | 1.1 | -1.2 | 0.3 | -1.4 | 2.0
Cc1ccc(CNC(=O)Cc2ccc(NC3=NC4CS(=O)(=O)CC4S3)cc2)cc1 (stereo unspecified) | 0.6 | -3.4 | -0.7 | -0.9 | -2.4 | -1.1 | -0.2 | -0.7 | -0.7 | -0.3 | 12.5
NC(=O)CSc1nnc2ccc(-c3ccc(F)cc3)nn12 | -2.0 | 1.5 | 1.6 | -241.2 | -0.3 | -0.3 | 2.0 | -1.4 | 0.2 | 0.5 | 1.0
COc1ccc(Nc2ncnc3ccc(Br)cc23)c(OC)c1 | -17.4 | -8.3 | -1.3 | -12.1 | 0.1 | -8.5 | -14.0 | -3.6 | -2.1 | -4.7 | -1.6
CC(NC(=O)CCSCCC(=O)NC(C)c1ccccc1)c1ccccc1 (stereo unspecified) | -1.5 | -2.2 | 1.4 | 2.2 | -1.1 | 0.7 | 1.3 | -1.4 | -0.2 | 0.2 | -3.9
O=C(Nc1ccccc1F)c1ccc2snnc2c1 | 5.1 | 6.6 | -1.8 | -4.0 | -4.1 | 1.2 | 2.6 | -1.2 | 3.1 | 1.7 | 0.3
COc1ccc(CCNC(=O)c2ccccc2NC(=O)CN2CCN(c3ccccc3O)CC2)cc1 | -3.2 | -0.9 | -0.9 | -7.9 | 1.7 | -0.8 | -5.3 | -1.4 | -7.1 | -1.4 | 6.7
O=S(=O)(NCC(O)c1ccccc1)c1ccc(-c2ccccn2)s1 (stereo unspecified) | -1.7 | -1.0 | 0.2 | -5.8 | 3.1 | -1.9 | -0.6 | -1.3 | -0.4 | -0.6 | -9.3
CCOC(=O)CNC(=S)N(CCCN1CCCCC1)Cc1cccs1 | 1.0 | -2.8 | 0.8 | 3.5 | 2.6 | -1.5 | 1.5 | -1.1 | -0.4 | -1.2 | 0.9
CC1(C)OC(=O)C2=C(C[C@@H](C3CC3)O[C@H]2CCc2cccc(Cl)c2)O1 | 1.4 | 2.9 | -1.1 | 1.4 | -3.4 | 0.6 | / | -1.2 | -0.7 | / | 0.3
Cc1cc(C)nc(NC2=NCCN2C(=O)NC2CCCCC2)n1 | -0.2 | 0.4 | 0.0 | 3.3 | 1.0 | -0.9 | -0.9 | -0.8 | -0.8 | 0.6 | 4.0
Cc1cc(C)c(S(=O)(=O)N(C)CC(=O)N2CCCC2)c(C)c1 | 0.0 | -1.0 | -1.1 | 4.7 | 1.3 | -0.6 | 1.8 | -0.9 | 0.4 | -1.0 | -1.0
O=C(Nc1ccccc1)c1sc(Cl)nc1-c1ccccc1 | -0.2 | -0.7 | -0.9 | -0.9 | -1.4 | -0.8 | 0.5 | -1.0 | 0.0 | 1.1 | -2.3
CCCNC(=O)C1(C)CCN(Cc2ccc(-c3ccccn3)cc2)C1 (stereo unspecified) | -4.9 | -3.8 | 1.1 | 4.3 | 5.8 | -1.1 | -2.5 | -1.1 | -0.7 | / | 14.6
O=C(Cn1cnc(Cl)c1Cl)c1ccc(F)cc1 | -2.9 | -0.6 | -1.1 | -1.7 | 1.3 | -1.0 | 0.8 | -1.0 | 0.6 | 1.4 | -44.9
COc1ccc(NC(=O)CSc2nnc(Cn3c(=O)sc4ccccc43)n2C)cc1OC | 2.0 | 1.4 | 0.9 | 2.5 | 2.0 | 1.6 | 0.4 | -1.6 | -0.8 | 0.9 | 1.5
CCOc1ccc(NC(=O)CC2C(=O)N(c3ccc(OCC)cc3)C(=S)N2C2CC2)cc1 (stereo unspecified) | 1.9 | -1.5 | -2.3 | -2.7 | 4.3 | 0.8 | -3.4 | -0.3 | 2.5 | 0.2 | -5.3
O=C(c1ccc(F)cc1)C(C(=O)N1CCCCC1)n1ccccc1=O (stereo unspecified) | -0.9 | -0.8 | -0.2 | -4.5 | -2.5 | 0.3 | 0.6 | -0.5 | 0.6 | 1.6 | 6.0
O=C(Nc1cc(S(=O)(=O)N2CCCCC2)ccc1Cl)C1=NN(c2ccccc2)C(=O)CC1 | -0.7 | -1.2 | 0.4 | -7.2 | -0.4 | 1.2 | -0.6 | -0.7 | 0.2 | -0.5 | 1.1
Cn1c(SCC(=O)Nc2ccc(N3CCOCC3)cc2)nnc1-c1ccco1 | 2.4 | -1.4 | -2.4 | -4.1 | -1.0 | -1.7 | 1.6 | -0.7 | -0.6 | -1.1 | -3.6
COc1ccc2c(c1OC)C(=O)N1C2SC(C)(C)[C@H]1C(=O)NC1CCCC1 (stereo partly specified) | 0.2 | -2.7 | -1.3 | -30.1 | -4.0 | -1.5 | -1.2 | -1.6 | 1.2 | -0.3 | 7.6
COc1ccccc1N1CCN(C(=O)C(=O)c2cn(CC(=O)N3CCCCCC3)c3ccccc23)CC1 | -1.3 | -2.4 | -2.7 | -6.6 | -6.5 | 0.6 | -0.5 | -1.0 | 0.1 | -0.6 | -3.8
CN1CCN(NC(=O)Nc2ccc(F)cc2)CC1 | -0.8 | -3.5 | -0.5 | -8.2 | -6.4 | -1.6 | -2.7 | -0.9 | -0.6 | -0.2 | 9.0
Cc1cc(NC(=O)C23CCC(C)(C(=O)O2)C3(C)C)no1 (stereo unspecified) | -0.9 | 1.8 | -2.5 | 1.9 | -0.2 | -0.2 | 1.8 | 0.0 | 0.5 | 4.1 | 1.0
